N370S GC: qHTS Assay for Inhibitors and Activators of N370S glucocerebrosidase as a Potential Chaperone Treatment of Gaucher Disease; 330,000 compounds, 0.092% hits; N370S GC spleen homogenate, 4MU-glucoside fluorescence; Lysosomal acid glucosylceramidase (Homo sapiens), P04062; AID 2101, 2009; Potency, µM (titrated, usually from 59.4 µM), inactives show top-dose activity change, negative = inhibition, hits mostly inhibitors;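 note: 0% = full enzyme activity and -100% = no enzyme basal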
FEN1 inhibitor: qHTS Assay for the Inhibitors of Human Flap endonuclease 1 (FEN1); Recombinant FEN1 flap cleavage, fluorescence, 15 min; AID 588795, 2011; P39748; 390,000 compounds, 0.35% hits; Potency, µM (highest dose often 114 µM), for the others: at the highest dose activity change, negative = inhibition, actives largely listed as inhibitors; note: nearly all actives have a fitted effect of over 65% in size
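Compounds are tested as a concentration series against 10 nM FEN1; after a 15 min room-temperature preincubation, 50 nM substrate starts cleavage, with plate reads at 0 and 15 min. Normalized responses are fitted by a Hill equation.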
GCN5L2 inh: qHTS Assay for Inhibitors of GCN5L2; Potency, µM (highest dose often 58.9 µM), inactives show top-dose activity change, negative = inhibition, actives largely listed as inhibitors; 390,000 compounds, 0.21% hits; GCN5L2 HAT assay, ThioGlo1 CoA-SH fluorescence; Histone acetyltransferase KAT2A (Homo sapiens), Q92830
Target sequence (Q92830 whole entry, looked up): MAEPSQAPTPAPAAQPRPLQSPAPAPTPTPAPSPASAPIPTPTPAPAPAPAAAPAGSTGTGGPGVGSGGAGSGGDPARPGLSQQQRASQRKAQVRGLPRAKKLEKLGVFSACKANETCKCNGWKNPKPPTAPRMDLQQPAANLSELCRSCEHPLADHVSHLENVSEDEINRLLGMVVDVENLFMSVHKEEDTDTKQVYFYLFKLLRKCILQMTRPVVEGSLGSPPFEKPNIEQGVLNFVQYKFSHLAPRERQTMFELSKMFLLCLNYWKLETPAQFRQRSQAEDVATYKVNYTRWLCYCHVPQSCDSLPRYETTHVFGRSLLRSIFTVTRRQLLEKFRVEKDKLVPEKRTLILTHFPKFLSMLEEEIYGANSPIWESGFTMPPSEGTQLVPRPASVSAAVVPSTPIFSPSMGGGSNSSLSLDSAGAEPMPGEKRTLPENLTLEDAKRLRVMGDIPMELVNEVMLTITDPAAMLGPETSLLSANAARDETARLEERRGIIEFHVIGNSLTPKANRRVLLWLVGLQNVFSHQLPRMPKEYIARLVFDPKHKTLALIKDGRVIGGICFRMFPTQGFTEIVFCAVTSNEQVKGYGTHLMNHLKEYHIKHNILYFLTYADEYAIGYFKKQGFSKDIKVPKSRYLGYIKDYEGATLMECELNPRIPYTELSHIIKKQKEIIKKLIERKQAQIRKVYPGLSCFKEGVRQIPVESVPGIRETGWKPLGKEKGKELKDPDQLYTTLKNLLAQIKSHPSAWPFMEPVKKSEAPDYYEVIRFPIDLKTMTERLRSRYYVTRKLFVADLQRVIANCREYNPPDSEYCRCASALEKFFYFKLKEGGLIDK
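Enzyme at 20nM final was mixed with library compounds for 15 min at room temperature. Peptide H3(1-25) at 75uM, acetyl-CoA at 70uM and ThioGlo1 at 50uM were then added. Plates were read immediately and after 20 min (Ex340nm/Em540nm).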
Numbers without * were called inactive; ? = inconclusive; / = no result given; & = joins results of further samples; [ ] = dose if it differs, or a comment. Calls come from the whole dose curve; as a rule, active = well fitted curve in the direction sought with a large enough effect; inconclusive = small, poorly fitted or top-dose-only effect, or another doubt; inactive = no such curve, though single readings can be large; an effect the other way counts as inactive or inconclusive. Unless noted, % is set by controls: 0 for no effect and ±100 for the full control effect; potency is the fitted concentration of half-maximal effect.

SMILES | N370S GC | FEN1 inhibitor | GCN5L2 inh
COc1cccc(/C=C/C(=O)OCC(=O)c2ccc(C)c(C)c2)c1OC | / | -3% | -3%
COc1cc(/C=N/N=C2/C(=O)Nc3ccccc32)cc(OC)c1O | -8% | ? | -7%
COc1ccccc1C(=O)COC(=O)COc1ccc(C#N)cc1 | / | -7% | -4%
Cc1cc(C)c2c(=O)cc(C(=O)Nc3sc4c(c3C(=O)NCC3CCCO3)CCCC4)oc2c1 (stereo not drawn) | / | 0% | -4%
N#Cc1nc(-c2ccco2)oc1NCc1ccccc1Cl | 12% | 11% | ?
Cc1ccc(-n2c(-c3ccco3)nc3nc4ccccc4nc32)cc1F | 7% | 2% | 3%
Cc1cc(C(=O)COC(=O)c2ccccc2O)c(C)n1Cc1cccs1 | 27% | 14% | -7%
O=C(c1ccco1)N1CCN(CC(=O)N2c3ccccc3CCc3ccccc32)CC1 | -8% | -2% | 0%
COc1ccc2nc(NC(=O)C3CCN(S(=O)(=O)c4cccc5nsnc45)CC3)sc2c1 | 11% | -3% | -6%
O=C(NC1CCCCC1)c1cc([N+](=O)[O-])[nH]n1 | 11% | 10% | -2%
Cc1ccsc1C(=O)N1CCCC(CO)(Cc2ccccc2)C1 (stereo not drawn) | 0% | 26% | -9%
O=C(COC(=O)c1cncc(Br)c1)NC1CCCC1 | 7% | 16% | -15%
NNC(=O)C1CC(O)CN1S(=O)(=O)c1ccc2ccccc2c1 (stereo not drawn) | / | 15% | -2%
Cc1cc(C)cc(N(CC(=O)NCc2ccco2)C(=O)CCC(=O)Nc2nccs2)c1 | -2% | -1% | 0%
COc1ccc(C(=O)SC2=NCCS2)cc1 | 3% | 8% | 2%
COc1ccc(-c2nc(SCC(=O)Nc3ccc4c(c3)OCCO4)c(-c3ccc(C)cc3)[nH]2)cc1OC | / | -24% | -8%
CSc1ccc(Cl)c(C(=O)OCC(=O)Nc2ccccc2OC(F)F)c1 | 23% | -8% | -4%
CC(C)(C)OC(=O)CNC(=O)c1[nH]cnc1C(=O)N[C@@H](Cc1ccccc1)C(=O)OC(C)(C)C | 26% | -5% | -10%
N#Cc1c(N(CCO)CCO)nc(N)c2c(N)nc3c(c12)CC(=O)N3CC1CCCO1 (stereo not drawn) | -6% | 1% | ?
Cc1ccsc1C(=O)N1CCC(CO)(Cc2ccccc2)CC1 | -3% | -5% | -1%

Given with values under each structure: part of the list above
Fields: N370S GC, FEN1 inhibitor, GCN5L2 inh
- N#Cc1c(N(CCO)CCO)nc(N)c2c(N)nc3c(c12)CC(=O)N3CC1CCCO1 (stereo not drawn)
  -6%, 1%, ?
- Cc1ccsc1C(=O)N1CCC(CO)(Cc2ccccc2)CC1
  -3%, -5%, -1%

Other structures follow.
SMILES | N370S GC | FEN1 inhibitor | GCN5L2 inh
Cc1ccc(OCCOC(=O)c2c(-c3ccccc3)noc2C)cc1 | 19% | 9% | 2%
O=C(COC(=O)c1ccc(O)cc1O)c1ccc(Cl)cc1 | -6% | -3% | -8%
CC1C(C#N)=C(N)OC2=C1C(=O)CCC2 (stereo not drawn) | -9% | 8% | -1%
CCCn1c(N)c(C(=O)CSc2nnc(Cc3ccccc3)o2)c(=O)n(C)c1=O | 10% | -13% | -1%
CC(=O)Oc1cc2c3c(c1)/C(=C1/SC(=S)NC1=O)C(=O)N3C(C)(C)C=C2C | -9% | ? | -8%
O=C(CSc1nc2ccccc2[nH]1)N/N=C/c1ccncc1 | -3% | 1% | -1%
CCCC(=N)C1=C(O)CC(CC(C)SCC)CC1=O (stereo not drawn) | -6% | -16% | -2%
CN(C)S(=O)(=O)N1CCN(c2ccc([N+](=O)[O-])c(N3CCCCC3)c2)CC1 | -6% | -3% | -8%
Cc1c(N)cc[n+](CC(=O)c2ccccc2)c1C | -1% | 0% | -3%
Cc1oc2ccc(O)c(CN3CCOCC3)c2c1C(=O)c1ccc(Cl)cc1 | 11% | -8% | -7%
COc1ccc(CCNC(=O)Cc2cccs2)cc1OC | 1% | -2% | 13%
Cc1cc(Br)ccc1NC(=O)CN(C)C(=O)c1ccc(-n2cncn2)c([N+](=O)[O-])c1 | / | 12% | -6%
O=C(CCCn1c(=S)[nH]c2cc3c(cc2c1=O)OCO3)N1CCN(c2ccccc2F)CC1 | 1% | -6% | -3%
O=C(COC(=O)c1cnccn1)Nc1ccccc1-c1ccccc1 | / | 6% | 2%
CCc1ccc(NC(=O)c2noc(C(C)C)c2[N+](=O)[O-])cc1 | 7% | 7% | -17%
COc1cc2[nH]c(=S)nc(NCCc3ccc(S(N)(=O)=O)cc3)c2cc1OC | -16% | ? | -10%
COc1ccc(CNC(=O)C2CCN(c3nnc(-n4c(C)ccc4C)s3)CC2)c(OC)c1 | / | -9% | -3%
COc1nc(OC)nc(N2CCC(C(=O)NCC3CCCCC3)CC2)n1 | 8% | -6% | 0%
COc1ccccc1C/C(N)=N/OC(=O)COc1cccc(C)c1 | 0% | -13% | -5%
Cc1ccc(S(=O)(=O)N2CCOCC2)cc1NCC(=O)Nc1ccc(OC(F)(F)F)cc1 | / | -5% | 4%
Cc1cccc(NC(=O)c2ccc(S(=O)(=O)N3CCCCC3)cc2)n1 | -14% | -16% | -3%
COc1ccccc1N(CC(=O)Nc1cccc(C(F)(F)F)c1)S(C)(=O)=O | ? | 7% | -11%
CCN(CC)S(=O)(=O)c1ccc2nc(SC)sc2c1 | 0% | -12% | -4%
O=C(NCc1ccccn1)C1CCN(Cc2cccc(OCc3ccccc3)c2)CC1 | -3% | 8% | 3%
Cn1c(=O)oc2cc(S(=O)(=O)CCC(=O)NCCc3ccccc3)ccc21 | 1% | -5%&-3% | -1%&2%
O=C(NCCc1ccc(OC(F)F)cc1)C1CC(=O)N(c2ccc3c(c2)OCCO3)C1 (stereo not drawn) | / | 47%[activator] | 3%
Cc1nn(-c2ccccc2)c2c1N(CC(=O)N1CCN(c3ccc(F)cc3)CC1)C(=O)CS2 | / | 2% | -7%
CSc1nc(SCC(=O)O)c2sc3nc(-c4ccccc4)c4c(c3c2n1)CCC4 | 5% | ? | ?
CCCC(=O)C1=C(c2ccc(C)cc2)N(C(=O)CCC)n2cnnc2S1 | / | -5% | -9%
c1ccc(CCc2nn3c(C4COc5ccccc5O4)nnc3s2)cc1 (stereo not drawn) | 12% | -15% | -17%
NS(=O)(=O)c1ccc(CCNC(=O)c2ccc(Cn3c(=O)[nH]c4ccccc4c3=O)cc2)cc1 | -1% | 17% | -7%
COc1cc2c(cc1OC)C(c1ccc(F)cc1)N(c1cccc(C#N)c1)C(=O)C2 (stereo not drawn) | / | -15% | -1%
COc1ccc(-c2noc(N3CCC(C(=O)N4CCN(c5ccccc5OC)CC4)CC3)n2)cc1 | / | -18% | -13%
CCOC(=O)c1ccc(-n2c(=O)[nH]c3ccccc3c2=O)cc1 | -3% | -9% | 1%
CN(C)c1ccc(C(=O)OCC#CCSc2nnc(-c3cccc4ccccc34)o2)cc1 | / | -5% | -3%&-7%
CCS(=O)(=O)c1ccc(N=Nc2ccc(O)c3ncccc23)c(OC)c1 | -4% | -19% | -17%
COc1ccc(CCN2C(=O)CSC2c2ccc(F)cc2)cc1 (stereo not drawn) | 4% | 7% | -4%
CC(=O)c1cccc(NS(=O)(=O)c2csc(C(N)=O)c2)c1 | 13% | 2% | -15%
COc1ccc(-c2nnc(SCc3nnc(-c4ccc(Cl)cc4)o3)n2-c2ccccc2)cc1 | -2% | -16% | /
O=C(COc1c(F)c(F)cc(F)c1F)NNC(=O)CC1CCS(=O)(=O)C1 (stereo not drawn) | / | -3% | 1%
COCCCNC(=O)Cn1ccc(NC(=O)OCc2ccccc2)nc1=O | / | 16% | -13%
COc1cc2c(cc1NC(=O)C(C)Sc1ccc(NC(C)=O)cc1)oc1ccccc12 (stereo not drawn) | 2% | -14% | -18%
O=C(CSc1ncn[nH]1)NCCOc1ccccc1 | 18% | 2% | 0%
COC(=O)c1ccc[n+](CC(=O)c2ccc(Br)cc2)c1 | -3% | 2% | 0%
CCOC(=O)C1C(c2ccc3c(c2)OCO3)NC(=O)NC1(O)C(F)(F)F (stereo not drawn) | -4% | -4% | -3%
COCCN(C(=O)COC(=O)/C=C/c1cccs1)c1c(N)n(Cc2ccccc2)c(=O)[nH]c1=O | -2% | -3% | -4%
CC(=O)NC1(C(F)(F)F)C(=O)Nc2c1c(=O)[nH]c(=O)n2CCc1ccccc1 (stereo not drawn) | 1% | 13% | -1%
COc1ccccc1C(=O)Nc1cccc2nc(C)ccc12 | 0% | -3% | 2%
Cc1ccc(N2CC(C(=O)Nc3ccc4c(c3)OCCO4)CC2=O)cc1C (stereo not drawn) | 18% | 5% | -1%
O=C(CN1CCc2[nH]c3ccccc3c2C1)N1CCCCC1 | -18% | 10% | -4%
Other structures follow.
SMILES | N370S GC | FEN1 inhibitor | GCN5L2 inh
CCc1nnc(NC(=O)C2CCCO2)s1 (stereo not drawn) | -12% | -7% | -6%
Cc1ccccc1NC(=O)CSc1nc(=O)n(CCN2CCOCC2)c2c1CCC2 | / | 24% | -4%
CC(C)NC(=O)NC(=O)CSc1nnc(COc2ccccc2F)n1C(C)C1CC2CCC1C2 (stereo not drawn) | -2% | -14% | -6%
Cc1nc2c3ccccc3nc(NNC(=O)CCC(=O)NCCN3CCN(c4ccccc4)CC3)n2n1 | -1% | -1% | 1%
C/C(=N\Nc1nccnc1Cl)c1ccc(Br)cc1 | -4% | -20% | ?
O=C(OCC(=O)N1CCN(c2ccccc2)CC1)c1ncc(Cl)c(Cl)c1Cl | -4% | 1% | 0%
COCCNC(=O)CCc1nc(-c2ccccc2)no1 | 2% | 7% | ?
CCN1CCN(c2ccc(S(=O)(=O)N3CCCCC3)cc2N)CC1 | / | 7% | -2%
CCOC(=O)c1c(C)[nH]c(C(=O)OCC(=O)NC2(C#N)CCCCC2)c1C | -3% | -16% | -4%
Cc1nc2ccccc2n1C(C)c1ccccc1 (stereo not drawn) | -4% | 1% | 2%
C=CCOc1ccc(/C=C2\SC(=S)N(CCC(=O)O)C2=O)cc1 | 5% | 1% | -10%
Cc1ccc(-n2nnnc2CSc2nnc(-c3ccc(O)cc3)o2)cc1 | 7% | 2% | -6%
CCOC(=O)c1c(NC(C)=O)c2c3c(sc2n1Cc1nc(-c2cccc(Cl)c2)oc1C)CCCC3 | / | -7% | -12%
O=S(=O)(c1cccc(-c2csc(N/N=C/c3ccco3)n2)c1)N1CCOCC1 | -5% | -7% | -2%
Cc1cc(/C=C2\SC(=S)N(C)C2=O)c(C)n1-c1ccc(O)cc1 | -16% | -1% | -2%
c1ccc(Cn2nnc3ccccc32)cc1 | 2% | 12% | 1%
CCCc1ccc(OCc2nc(-c3ccc(NC(=O)c4ccco4)cc3)no2)cc1 | 8% | 6% | -18%
COc1ccc(NS(=O)(=O)c2ccc(NC(=O)N3CCCC3)cc2)cc1 | / | 13% | -2%
CC(C)n1nnnc1SCC(=O)NCc1cccs1 | 2% | 0% | -2%

14 entries from above in a different format.
Sequence of screens – N370S GC	FEN1 inhibitor	GCN5L2 inh
CC(C)NC(=O)NC(=O)CSc1nnc(COc2ccccc2F)n1C(C)C1CC2CCC1C2 (stereo not drawn)
    -2%	-14%	-6%
Cc1nc2c3ccccc3nc(NNC(=O)CCC(=O)NCCN3CCN(c4ccccc4)CC3)n2n1
    -1%	-1%	1%
C/C(=N\Nc1nccnc1Cl)c1ccc(Br)cc1
    -4%	-20%	?
O=C(OCC(=O)N1CCN(c2ccccc2)CC1)c1ncc(Cl)c(Cl)c1Cl
    -4%	1%	0%
COCCNC(=O)CCc1nc(-c2ccccc2)no1
    2%	7%	?
CCN1CCN(c2ccc(S(=O)(=O)N3CCCCC3)cc2N)CC1
    /	7%	-2%
CCOC(=O)c1c(C)[nH]c(C(=O)OCC(=O)NC2(C#N)CCCCC2)c1C
    -3%	-16%	-4%
Cc1nc2ccccc2n1C(C)c1ccccc1 (stereo not drawn)
    -4%	1%	2%
C=CCOc1ccc(/C=C2\SC(=S)N(CCC(=O)O)C2=O)cc1
    5%	1%	-10%
Cc1ccc(-n2nnnc2CSc2nnc(-c3ccc(O)cc3)o2)cc1
    7%	2%	-6%
CCOC(=O)c1c(NC(C)=O)c2c3c(sc2n1Cc1nc(-c2cccc(Cl)c2)oc1C)CCCC3
    /	-7%	-12%
O=S(=O)(c1cccc(-c2csc(N/N=C/c3ccco3)n2)c1)N1CCOCC1
    -5%	-7%	-2%
Cc1cc(/C=C2\SC(=S)N(C)C2=O)c(C)n1-c1ccc(O)cc1
    -16%	-1%	-2%
c1ccc(Cn2nnc3ccccc32)cc1
    2%	12%	1%

Bioassay records: PubChem, National Center for Advancing Translational Sciences (NCATS)
